Arrestin-AP2 inh – inhibitors of beta-arrestin/AP2 binding, primary screen, biochemical, GPCR trafficking, flow cytometry | beta-arrestin 1 C-terminal peptide binding to AP2 beta2-adaptin appendage (human) | FITC-arrestin peptide / GST-AP2 beads; AP2 beta2 appendage carries R879A mutation | inhibition, % at 10 µM | actives 0.31% (n = 340,000) | AID 504490, 2011;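 active = inhibition above a set limit, near 3 SD of compounds lacking own fluorescence, cut at about 54% in these data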;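 also: plate controls were DMSO wells for no effect and 5 µM unlabelled arrestin peptide for full effect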
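Test system: GST-tagged AP2 beta2-adaptin appendage (R879A) on 4 µm glutathione beads; also added: fluorescein-tagged arrestin peptide at 50 nM final; timing: 12 min plus 1 h, RT; signal: flow cytometry, FL1 (488/535 nm); read-out: percent drop in bead-associated FITC signal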
LANA DNA inh – inhibitors of KSHV C-LANA binding to DNA, primary screen, biochemical, fluorescence polarization, FAM-LBS DNA, MBP-C-LANA, single point. Kaposi's sarcoma herpesvirus LANA C-terminal domain (residues 932-1162) DNA binding. inhibition, % at 9 µM. actives 0.078% (n = 340,000). AID 504423, 2011;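 active = highest replicate inhibition at or above 60% at 9 µM, even if other replicates fall short; inactive = all replicates below 60% inhibition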;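 also: 0% = neutral control wells and 100% = 4 µM acridine orange control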
NSD2 inh – NSD2 histone methyltransferase inhibitors, primary screen, biochemical, AlphaScreen, single concentration, set 2. Histone-lysine N-methyltransferase NSD2 (Homo sapiens), O96028. NSD2 peptide methylation, 120 min. inhibition, % at 12.5 µM. actives 0.54% (n = 310,000); in the data active = inhibition above about 50%
Target sequence (O96028 whole entry, looked up): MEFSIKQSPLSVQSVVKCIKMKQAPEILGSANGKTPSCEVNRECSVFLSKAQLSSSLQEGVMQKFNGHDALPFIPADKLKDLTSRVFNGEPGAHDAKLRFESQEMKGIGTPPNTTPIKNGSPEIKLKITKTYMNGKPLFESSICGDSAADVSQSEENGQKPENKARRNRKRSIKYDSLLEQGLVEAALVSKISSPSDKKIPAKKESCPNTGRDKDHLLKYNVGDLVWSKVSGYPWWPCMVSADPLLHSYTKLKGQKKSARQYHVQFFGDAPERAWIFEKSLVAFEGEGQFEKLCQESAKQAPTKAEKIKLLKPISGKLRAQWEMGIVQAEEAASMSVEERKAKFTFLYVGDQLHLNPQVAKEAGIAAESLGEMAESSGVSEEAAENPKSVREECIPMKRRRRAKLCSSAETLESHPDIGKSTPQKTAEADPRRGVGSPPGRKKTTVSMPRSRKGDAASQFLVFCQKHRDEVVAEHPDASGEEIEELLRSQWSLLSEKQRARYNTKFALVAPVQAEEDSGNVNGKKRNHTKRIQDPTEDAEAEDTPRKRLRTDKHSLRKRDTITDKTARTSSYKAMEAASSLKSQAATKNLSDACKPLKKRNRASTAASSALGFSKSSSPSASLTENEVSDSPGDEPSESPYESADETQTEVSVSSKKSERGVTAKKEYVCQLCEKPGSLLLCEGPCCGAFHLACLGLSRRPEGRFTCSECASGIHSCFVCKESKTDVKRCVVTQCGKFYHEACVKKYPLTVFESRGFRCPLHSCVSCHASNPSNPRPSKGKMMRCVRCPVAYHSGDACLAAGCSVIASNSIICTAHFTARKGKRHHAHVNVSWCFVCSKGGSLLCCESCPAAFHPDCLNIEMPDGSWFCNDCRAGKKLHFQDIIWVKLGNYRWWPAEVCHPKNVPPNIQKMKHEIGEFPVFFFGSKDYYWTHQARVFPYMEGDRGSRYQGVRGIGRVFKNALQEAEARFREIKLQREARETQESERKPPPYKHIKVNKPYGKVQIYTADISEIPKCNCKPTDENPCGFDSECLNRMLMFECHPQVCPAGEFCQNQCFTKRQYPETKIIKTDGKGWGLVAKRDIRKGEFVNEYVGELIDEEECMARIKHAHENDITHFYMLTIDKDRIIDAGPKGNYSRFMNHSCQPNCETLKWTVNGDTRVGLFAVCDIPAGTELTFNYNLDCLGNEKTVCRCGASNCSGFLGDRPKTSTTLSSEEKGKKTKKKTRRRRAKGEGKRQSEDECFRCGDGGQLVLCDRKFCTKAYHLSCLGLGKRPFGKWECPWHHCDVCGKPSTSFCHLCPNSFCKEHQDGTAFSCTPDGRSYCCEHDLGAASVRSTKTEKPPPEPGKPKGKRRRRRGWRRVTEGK
Pemphigus Ab inh – inhibitors of pemphigus antibody binding to DSG3, primary screen, biochemical, bead-based, flow cytometry, scFv-GFP. Desmoglein-3 (Homo sapiens), P32926. DSG3-coupled beads, scFv-anti-DSG3-GFP binding; hits give low values. binding (percent of control), % at 10 µM. actives 0.48% (n = 310,000). AID 588358, 2011;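 active = binding more than 3 SD below its plate's average and above zero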;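 also: hits lower antibody fragment binding to DSG3; some compounds called inactive have numbers as strong as hits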
DAGLB inhibitor – DAGLB lipase inhibitors, primary screen, biochemical, fluorescence, HTS. Diacylglycerol lipase-beta (Homo sapiens), Q8NCG7. HEK293T DAGLB membrane lysate, EnzChek fluorogenic substrate. inhibition, % at 5.17 µM. actives 0.059% (n = 340,000). AID 504411, 2011; in the data active = inhibition above about 34%;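 also: 0% = enzyme with vehicle and 100% = wells lacking enzyme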
CAL PDZ FP-1 – untagged CAL PDZ binding inhibitors, primary screen, biochemical, fluorescence polarization, HTS. Golgi-associated PDZ and coiled-coil motif-containing protein (Homo sapiens), Q9HD26. purified CAL PDZ, TMR-peptide fluorescence polarization, 1 h. inhibition, % at 24.9 µM. actives 0.92% (n = 300,000). AID 602252, 2012;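 active = mean inhibition of at least 30% with at least half of replicates also reaching 30%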;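 also: 0% = DMSO neutral control and 100% = excess unlabeled competitor peptide PRC23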
Keap1-Nrf2 PPI – Keap1-Nrf2 protein-protein interaction inhibitors, primary screen, biochemical, fluorescence polarization, single point; Kelch-like ECH-associated protein 1 (Homo sapiens), Q14145; Keap1 Kelch-Nrf2 peptide fluorescence polarization, 1536-well; inhibition, % at 9.4 µM; actives 0.15% (n = 340,000); AID 504523, 2011; in the data active = inhibition above about 12%;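 also: human Keap1 Kelch domain with fluorescein labeled Nrf2 9mer peptide probe; 0% = neutral control wells and 100% = peptide positive control; higher means more block of Keap1 binding to Nrf2 peptide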
CAL PDZ FP-2 – CAL PDZ peptide-binding inhibitors, primary screen, biochemical, fluorescence polarization, Cer-tagged CAL PDZ, HTS | purified CAL PDZ, TMR-peptide fluorescence polarization, 1 h | Golgi-associated PDZ and coiled-coil motif-containing protein (Homo sapiens), Q9HD26 | inhibition, % at 20 µM | AID 504414, 2011 | actives 0.02% (n = 330,000);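 active = highest replicate inhibition of at least 40%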;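 also: plate controls were DMSO neutral control wells for no effect and unlabeled competitor peptide control wells for full effect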
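Material: tagged CAL PDZ protein CerCALP, purified; buffer or medium: sodium phosphate/NaCl buffer pH 7.4 with TCEP, IgG, Thesit; also added: fluorescent TMR peptide probe; schedule: 1 h incubation at room temperature before polarization reading; technique: fluorescence polarization from S- and P-plane intensities, G-factor corrected; control set: unlabelled peptide and DMSO controls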
V-ATPase pH – regulators of yeast V-ATPase proton pumping, primary screen, pHLuorin cytosolic pH fluorescence; S. cerevisiae; response, % at 10 µM; actives 0.37% (n = 350,000); AID 504577, 2011; in the data active = response mostly above about 7.3%, no sharp cut-off; inactive = mostly below about 5.4%; also: actives read high; inactives centre near 0; some compounds called inactive have numbers as strong as hits
Cardiac RTF inh – cardiac RTF calcium sensitivity inhibitors, primary screen, biochemical, IANBD-TnC fluorescence, EC70 calcium. IANBD-labeled cardiac RTF, Ca2+ fluorescence. inhibition, % at 7.15 µM. actives 0.12% (n = 340,000). AID 493244, 2011;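 active = inhibition above the mean inhibition of all tested compounds plus 3 SD, cut at about 17% in these data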;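 also: assay run at fixed EC70 calcium of 1.6 mM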
* hit, by the source's call; . = no result given. These rows are one share of the data. The share of hits here may be higher or lower than overall.

Screens in order: Arrestin-AP2 inh	LANA DNA inh	NSD2 inh	Pemphigus Ab inh	DAGLB inhibitor	CAL PDZ FP-1	Keap1-Nrf2 PPI	CAL PDZ FP-2	V-ATPase pH	Cardiac RTF inh
> COC(=O)c1cc(C(=O)CC(C)C)c[nH]1
  19	-0.7	-4	109	-2	0	-9	-2.5	1	0
> CC(SCC(=O)O)c1nc2ccccc2[nH]1 (centres undefined)
  -1	-1.5	.	90	-1	-8	1	-3.5	3	-23
> O=c1c2ccccc2nc(COc2ccccc2)n1/N=C/c1c[nH]c2ccccc12
  0	-0.3	-2	85	-2	-1	-4	-2.9	-3	-1
> Cc1ccc(NC(=O)COC(=O)CCc2ccc(S(=O)(=O)N3CCOCC3)cc2)cc1F
  -12	1.0	-1	99	-2	-4	-2	-0.8	2	4
> CCOc1ccc(S(=O)(=O)NCCc2ccccn2)cc1
  -7	1.0	0	95	1	.	-3	0.6	0	4
> c1cc(SC2CCCCC2)cc(-c2nc3cnccn3c2NC2CCCCC2)c1
  26	-1.8	.	130	-13	-4	-5	1.0	1	-6
> CCOc1ccc(/C=C(\C(=O)O)c2ccc(S(=O)(=O)N3CCOCC3)s2)cc1OC
  22	1.5	4	98	-2	0	2	-1.8	-3	3
> COc1ccc(CCn2c(N3CCN(C)CC3)nc3c2c(=O)[nH]c(=O)n3C)cc1
  -4	-0.6	9	.	-2	-10	0	-2.8	-1	-4
> COC(=O)Cc1nnc(NC(=O)c2ccccc2)s1
  -12	-0.5	1	109	1	-1	-3	0.3	-2	-3
> COc1cc(NS(=O)(=O)c2ccc(NC(=O)COc3ccccc3C)cc2)nc(OC)n1
  -1	4.1	-2	105	5	2	-4	-0.9	2	-12
> O=C(C1=C[C@@H](c2ccccc2)C[C@@H](OCCCCO)O1)N1CCOCC1
  37	-0.6	.	106	-2	-2	-2	0.4	1	2
> CCCc1cc(=O)oc2c(CN(CC)CC)c(O)c(Cl)cc12
  1	-0.6	-8	87	1	-1	-3	-1.7	0	2
> Clc1ccc(OCc2cn3cccnc3n2)c2ncccc12
  -4	-0.9	0	115	-1	-5	-2	-4.1	-4	4
> CCN(C(=O)C(C)OC(=O)C1C(C(=O)OC)=C(C)NC(C)=C1C(=O)OC)c1ccccc1 (centres undefined)
  48	0.4	-3	117	-2	-4	-1	-1.6	-3	-9
> Cc1ccc(Nc2nnc(SCC(=O)NCC3CCCO3)s2)cc1C (centres undefined)
  27	1.0	-3	100	2	-7	-4	-0.1	-1	-3
> O=C(CCN1C(=O)C2C3C=CC(C4CC34)C2C1=O)Oc1ccc(Br)cc1 (centres undefined)
  11	-0.8	0	98	3	-1	-4	-1.3	13*	-15
> O=C(c1ccc(CSc2ccccc2)cc1)N1CCN(c2ccccc2)CC1
  7	0.1	0	103	-9	0	-5	0.6	3	-5
> Cc1cc(NS(=O)(=O)c2ccc(CC(C)C)cc2)no1
  3	0.1	-1	100	4	.	-3	-2.0	-2	-6
> O=C(O)C1CCCCC1C(=O)Nc1nc(-c2ccc(Cl)s2)cs1 (centres undefined)
  19	0.5	11	88	3	5	-3	-1.4	2	2
> O=C1NCCN(Cc2c(F)cccc2Cl)C1CC(=O)N1CCCCO1 (centres undefined)
  -3	1.4	-1	109	-3	-4	-5	-3.3	2	-10

Pulled one by one from the entries so far, two records:
Screens in order: Arrestin-AP2 inh	LANA DNA inh	NSD2 inh	Pemphigus Ab inh	DAGLB inhibitor	CAL PDZ FP-1	Keap1-Nrf2 PPI	CAL PDZ FP-2	V-ATPase pH	Cardiac RTF inh
> O=C1NCCN(Cc2c(F)cccc2Cl)C1CC(=O)N1CCCCO1 (centres undefined)
  -3	1.4	-1	109	-3	-4	-5	-3.3	2	-10
> CCOc1ccc(/C=C(\C(=O)O)c2ccc(S(=O)(=O)N3CCOCC3)s2)cc1OC
  22	1.5	4	98	-2	0	2	-1.8	-3	3

Following part:
Screens in order: Arrestin-AP2 inh	LANA DNA inh	NSD2 inh	Pemphigus Ab inh	DAGLB inhibitor	CAL PDZ FP-1	Keap1-Nrf2 PPI	CAL PDZ FP-2	V-ATPase pH	Cardiac RTF inh
> Cc1cc(=O)nc2c3ccccc3n(CC(=O)NCCCN3CCOCC3)n12
  7	0.2	-1	80	-1	0	1	-0.8	0	-5
> CC(C)=C1C(=O)NN(c2cccc(Cl)c2)C1=O
  -7	-0.2	6	90	7	74*	2	-0.7	-3	2
> COC(=O)CCN(c1ccccc1)S(=O)(=O)c1cc(-c2cc(C)no2)ccc1C
  -16	0.3	0	.	-4	-3	2	-2.5	0	-6
> Cc1ccc(F)cc1S(=O)(=O)NCc1ccc(N2CCN(C)CC2)cc1
  -11	.	1	105	.	.	.	.	4	.
> O=C(CCCn1cc([N+](=O)[O-])cn1)NCc1ccccc1
  -3	2.3	0	110	1	-3	-7	-1.4	2	-2
> CN(CC(=O)Nc1ccc(F)c(F)c1F)C(=O)c1cc(S(=O)(=O)N(C)C)ccc1N1CCCC1
  -5	0.3	-4	.	-2	-4	-5	-1.5	0	15
> COc1cc(C(=O)Nc2ccc(S(=O)(=O)Nc3nccc(C)n3)cc2)cc(OC)c1OC
  -6	-0.4	34	103	0	-4	-8	-0.3	-1	4
> C#CCOc1ccc(/C=N/O)cc1Cl
  13	2.2	0	.	-3	-1	-2	-0.3	-2	10
> CCCc1nn2c(=O)cc(CSCC(=O)Nc3ccc(C)cc3)nc2s1
  5	-0.2	-2	105	3	0	-3	-0.5	3	-5
> CC(C)Cn1c(N)c(C(=O)COC(=O)CN2C(=O)C3CC=CCC3C2=O)c(=O)n(C)c1=O (centres undefined)
  1	0.2	-1	99	2	-10	-8	-0.4	1	-4
> O=C(CSc1nc2ccccc2o1)Nc1nncs1
  0	1.2	-2	111	-1	-1	1	-0.9	-4	-3
> COC(=O)c1ccc(C2/C(=C(\O)c3ccc4c(c3)OCCO4)C(=O)C(=O)N2CCCN(C)C)cc1 (centres undefined)
  0	0.3	3	95	1	-2	-4	0.5	0	-6
> NS(=O)(=O)c1ccc(NC(=O)COc2cccc3ccccc23)cc1
  1	3.2	-1	107	-2	-9	0	-4.0	-2	-5
> CC(C)(C)NC(=O)N1CCCN(c2ccc(C(F)(F)F)cn2)CC1
  2	0.8	0	.	-1	-1	-6	0.5	1	-1
> O=C1c2cccc3cc([N+](=O)[O-])cc(c23)C(=O)N1CC1CCCO1 (centres undefined)
  -11	0.5	3	98	0	.	0	-0.4	-19	-10
> CNC(=O)Nc1ccc(S(N)(=O)=O)cc1
  1	1.1	-4	100	2	1	-5	0.7	3	-7
> O=C(COC(=O)c1cccnc1Cl)Nc1ccc(S(=O)(=O)N2CCOCC2)cc1
  1	1.2	25	98	-4	-2	1	-0.9	0	-1
> CC1(C)Nc2ccccc2C(=O)N1NS(=O)(=O)c1ccccc1
  15	0.0	7	103	1	-1	1	-2.3	-1	0
> COc1ccc(-n2nc(C(=O)Nc3ccc4c(c3)OCO4)c3ccccc3c2=O)cc1
  37	3.7	0	100	-1	-3	-4	.	0	0
> COc1ccccc1NS(=O)(=O)c1cc(C(=O)N2CCCC2)ccc1F
  -4	1.7	-5	109	-1	-2	3	-2.2	1	-3
> COc1ccc(N2C(=O)CC(c3ccccc3)C2=O)cc1 (centres undefined)
  29	1.0	-1	97	-3	.	1	-1.0	-2	-4
> CC(=O)c1cccc(NC(=O)CC2S/C(=N/N=C3CCCCCC3)NC2=O)c1 (centres undefined)
  4	0.6	4	109	0	-3	2	-2.4	-2	-8
> Oc1ccccc1CNCCCN1CCOCC1
  -17	-0.3	-2	95	1	.	-2	-1.5	0	-4
> Cc1ccc(CSCCNS(=O)(=O)c2ccccc2)cc1
  8	1.0	-3	101	-4	0	-1	-0.3	-3	-23
> c1ccc(CNc2c(-c3cccc(SC4CCCCC4)c3)nc3ccccn23)cc1
  30	-0.4	0	107	-9	-1	-1	1.3	3	-1
> O=C1NCCOC(=O)[C@@H](Cc2ccc(F)cc2)CC/C=C/C[C@@H]1CC(=O)N(CCO)Cc1ccccc1
  .	0.6	.	99	0	1	-1	0.6	3	-3
> O=[N+]([O-])c1ccc(S(=O)(=O)N2CCN(C3CCN(Cc4ccccc4)CC3)CC2)cc1
  2	-0.1	2	114	-1	-4	-3	-0.3	-2	-4
> CC(=O)c1c(C)[nH]c(C(=O)N2CCCCCC2)c1C
  0	0.2	2	74	-1	2	-5	-0.1	-4	-7
> CCOc1ccc(N(CC(=O)Nc2cccc(Cl)c2)S(=O)(=O)c2c(C)noc2C)cc1
  19	-0.2	.	108	-8	.	3	0.9	3	1
> COCCn1nnnc1CN1CCC(NC(=O)c2ccc(Br)cc2)CC1
  26	-1.3	-1	97	1	0	2	-2.8	0	-4
> Cc1cc(Nc2ccc(Br)c(C)c2)n2nc(C)nc2n1
  -1	-2.4	.	102	2	0	-2	-0.7	4	-4
> Cc1cccc(C(=O)NC(C(=O)Nc2cccc(S(=O)(=O)N3CCCC3)c2)C(C)C)c1 (centres undefined)
  -13	0.1	-1	92	0	-1	-4	-0.5	-2	-5
> CCN1CCN(CC(=O)Nc2c(OC)cccc2OC)CC1
  1	-0.8	3	99	-2	-3	-7	-0.6	-2	-7
> COc1ccc(/C(C)=N\NC(=O)C(c2ccncc2)N2CCOCC2)cc1 (centres undefined)
  23	-5.0	-2	101	-1	.	6	0.6	1	-1
> CN(C)C(=O)c1cc(C(=O)c2ccc(F)cc2C(F)(F)F)c[nH]1
  28	0.9	12	101	0	-11	4	.	-1	2
> O=C(/C=C/NNC(=O)c1cccc(Br)c1)c1cccc(Br)c1
  -11	0.6	.	84	-2	-11	2	-2.4	-2	-14
> COC(=O)C(Cc1c[nH]c2ccccc12)NC(C)=O (centres undefined)
  25	1.1	-1	95	0	.	5	-1.1	1	11
> COCCn1cnnc1SCC(=O)Nc1cccc(S(=O)(=O)N2CCCCCC2)c1
  -1	0.0	13	86	-1	-19	-9	-3.2	0	1
> COc1ccc(C)cc1S(=O)(=O)N1CCC(C(=O)NC2CCCC2)CC1
  -4	-0.8	0	106	-1	0	-1	-0.3	3	-1

Screening results as filed in PubChem BioAssay.
